Source: PubChem
hcGAS inh – human cGAS inhibition. recombinant h-cGAS, ATP depletion, Kinase-Glo luminescence. inhibition, % at 12.5 µM. 290,000 tested, 0.081% active. AID 1259398;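 also: 0% = vehicle reaction and 100% = reaction without DNA for no activity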
Target sequence (Q8N884 whole entry, looked up): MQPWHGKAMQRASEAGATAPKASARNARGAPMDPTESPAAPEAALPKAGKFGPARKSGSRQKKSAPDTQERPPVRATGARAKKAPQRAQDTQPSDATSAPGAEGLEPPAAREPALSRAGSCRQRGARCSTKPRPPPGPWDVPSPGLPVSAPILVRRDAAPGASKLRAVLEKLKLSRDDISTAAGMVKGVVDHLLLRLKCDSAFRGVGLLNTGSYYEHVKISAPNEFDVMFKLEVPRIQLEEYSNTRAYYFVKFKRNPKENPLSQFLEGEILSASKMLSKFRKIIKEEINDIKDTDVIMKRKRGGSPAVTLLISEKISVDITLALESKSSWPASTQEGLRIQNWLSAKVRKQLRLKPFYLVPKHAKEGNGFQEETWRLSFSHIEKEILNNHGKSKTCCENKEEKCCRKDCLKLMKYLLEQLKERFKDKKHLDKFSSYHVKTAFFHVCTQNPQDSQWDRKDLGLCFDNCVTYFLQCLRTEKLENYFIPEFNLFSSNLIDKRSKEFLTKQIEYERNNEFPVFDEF
NPYLR7 ag – activates Aedes aegypti NPYLR7 receptor. HEK293T NPYLR7/Galpha15, GCaMP6s calcium fluorescence. activation, % at 10 µM. 270,000 tested, 0.15% active. AID 1259423; in the data active = activation above about 40%;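 also: 0% = vehicle and 100% = reference agonist at the receptor; some compounds past the cut are filed as inactive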
mcGAS inh – mouse cGAS inhibition by luminescence; inhibition, % at 12.5 µM; 160,000 tested, 0.15% active; recombinant cGAS, Kinase-Glo ATP depletion luminescence; Q8C6L5;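 also: 0% = negative control wells and 100% = reference inhibitor with no enzyme activity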
* marks the source's active call; other numbers are inactive results; . = not tested or not shown; & = joins results of further samples. Rule as the data show it, unless noted: active = inhibition above about 40%; inactive = the rest.

SMILES	hcGAS inh	NPYLR7 ag	mcGAS inh
Cc1nc2ccsc2c(=O)n1-c1ccc(Cl)cc1	8	0	.
CCOc1ccc(N=C2SC(C(=O)Nc3ccc(F)cc3)CC(=O)N2C)cc1 (stereo unspecified)	-4	2	-2
O=[N+]([O-])c1cc(S(=O)(=O)NCc2ccc3c(c2)OCO3)ccc1Cl	-5	-2	-9
N#Cc1ccc(Cl)cc1NC(=O)C(=O)NCC(c1cccc2ccccc12)N1CCOCC1 (stereo unspecified)	5	-3	.
COc1ccc(Oc2c(C)oc3c4c(ccc3c2=O)OCN(C2CC2)C4)cc1	-2	-8	1
Cc1ccc(N2C(=O)C3C4C=CC(C4)C3C2=O)cc1F (stereo unspecified)	-1	-9	-6
O=C1NC(=O)C(CC(=O)N2CCN(Cc3cc(=O)c(OCc4ccc(C(F)(F)F)cc4)co3)CC2)N1 (stereo unspecified)	-3	4	-6
COC[C@H](N)C(=O)N1CCC(Cc2nnc(SC)n2C)CC1	2	0	.
Cc1[nH]nc2c1C(C1CCCCC1)C(C#N)C(=N)O2 (stereo unspecified)	-9	-2	-4
O=C(c1cn(C/C=C/c2ccccc2)nn1)N1CCCC(c2nc3ccccc3o2)C1 (stereo unspecified)	-7	.	-8
Cc1ccc(C)c(-n2nc(-c3ccco3)cc2C(=O)N2CCN(C/C=C/c3ccccc3)CC2)c1	0	-13	1
O=C(O)CN1C(=O)/C(=C\c2cc(Cl)cc(Br)c2O)SC1=S	2	8	10
Cc1ccc(-n2nnnc2SCC(=O)NC(C)C(C)C)c(C)c1 (stereo unspecified)	-7	-3	-5
CCOCCN1CCN(C(=O)CCc2ccc(-c3ccc(C)cc3C)n2-c2ccc(CC#N)cc2)CC1	7	-3	3
COCCCNC(=O)c1cccc(CSc2nc(Cl)cc(N3CCN(Cc4ccccc4)CC3)n2)c1	-5	-4	-4
CC(=O)Nc1cnn(-c2ccc(C(=O)N3CCCC(c4ccccc4)C3)cc2)c1 (stereo unspecified)	-11	24	-13
c1cnc2c(-c3cc(NC4CCCC4)nc4[nH]ccc34)cnn2c1	-8	-1	-12
O=C1NC(=S)SC1=Cc1ccc(OC(F)F)cc1OC(F)F	-2	-2	17
COc1ccc(C2=N/C(=C\c3coc4c(Cl)cc(Cl)cc4c3=O)C(=O)O2)cc1[N+](=O)[O-]	2	2	.
Clc1cccc(Nc2nnc(-c3ccc(Br)cc3)o2)c1	1	-9	-9

Given with two lines to a compound: part of the list above
Every second line gives: hcGAS inh	NPYLR7 ag	mcGAS inh
- Cc1nc2ccsc2c(=O)n1-c1ccc(Cl)cc1
→ 8	0	.
- COC[C@H](N)C(=O)N1CCC(Cc2nnc(SC)n2C)CC1
→ 2	0	.
- O=[N+]([O-])c1cc(S(=O)(=O)NCc2ccc3c(c2)OCO3)ccc1Cl
→ -5	-2	-9
- N#Cc1ccc(Cl)cc1NC(=O)C(=O)NCC(c1cccc2ccccc12)N1CCOCC1 (stereo unspecified)
→ 5	-3	.

(cont.)
SMILES	hcGAS inh	NPYLR7 ag	mcGAS inh
CCC(=O)N1c2ccccc2N=C2CC(c3ccccc3)CC(=O)C2C1c1ccco1 (stereo unspecified)	0	-4	-6
COc1cccc(C(=O)NC(C(=O)N2CCCC2)C2CCN(C(=O)c3ccco3)CC2)c1 (stereo unspecified)	-6	10	-7
O=C(N[C@@]1(c2ccccc2)CCCC[C@H]1O)c1cccnc1N1CCCNCC1	2	5	.
CCC(C)(C)C(=O)N1CCN(c2ccc(NC(=O)c3ccc(F)cc3)cn2)CC1	-7	20	-8
O=C(CN1CN(c2ccccc2)C2(CCN(C(=O)C3CC3)CC2)C1=O)Nc1ccccc1	-1	-2	-1
C=CCC(C)C(=O)N1CCC(n2cnc3ccc(C)cc32)CC1 (stereo unspecified)	-11	.	-6
Cc1cccc(CSc2nc3ccccc3[nH]2)c1	4	3	-3
CCOCCCNCC(=O)N(Cc1ccccc1)Cc1cccs1	-6	-12	-4
CC1(c2cccs2)NC(=O)N(Cc2cccc(C(F)(F)F)c2)C1=O (stereo unspecified)	-4	-2	.
C=CCNC(=O)C(C1CCCC1)N1CCN(C(=O)COCc2ccccc2)CC1 (stereo unspecified)	1	-8	-3
Cc1cccc(S(=O)(=O)NC(=O)C2(C)CCN2C(=O)CCc2ccccc2)c1 (stereo unspecified)	-7	-1	.
COc1cc(OC)cc(C(CC(=O)Nc2ccc(C)cc2)c2cnc3cc(C)ccn23)c1 (stereo unspecified)	-7	25	.
O=S(=O)(Nc1cccc(-c2ccc3nncn3n2)c1)c1cccs1	-3	-21	1
O=C(C1CCN(S(=O)(=O)c2ccccc2)CC1)N(Cc1ccccc1F)C1CC1	-3	-3	-7
Cc1ccc(-n2nnnc2CNC(=O)C(c2ccccc2)c2ccccc2)cc1C	-5	2	-8
O=c1c2ccc(F)cc2ncn1CC(O)COc1ccccc1 (stereo unspecified)	-6	2	-9
O=C(CSc1ccc2nnc(-c3cccnc3)n2n1)NC1CCCC1	-6	0	-6
Cc1cccc2sc(N(Cc3ccccn3)C(=O)C3CC(=O)N(c4ccccc4)C3)nc12 (stereo unspecified)	-6	-4	-8
COc1cc2nc(-c3cccc(OC(C)=O)c3)oc(=O)c2cc1OC	-3	-1	-4
Cc1ccc(C(=O)N2CCSC2c2cccc(Oc3ccccc3)c2)cc1[N+](=O)[O-] (stereo unspecified)	3	-3	1
COc1ncccc1C(=O)N1CCC(n2nccc2NC(=O)C(OC)c2ccccc2)CC1 (stereo unspecified)	-8&-4	-2&20	-7
CC1CCCN(C(=O)c2cn(C)cc3c(=O)n(-c4ccccc4)nc2-3)C1 (stereo unspecified)	-4	8	-6
O=C(CCc1ccccc1)NCCc1nc2ccccc2n1C(F)F	-8	3	.
CC(C)N(Cc1ccc(OS(=O)(=O)c2ccc(F)cc2)cc1)C(=O)COc1ccccc1	0	2	-4
O=C(Cn1ccccc1=O)Nc1nc(-c2cccc3ccccc23)cs1	3	-3	0
C=CCc1c(C)nc2c(-c3ccccc3)cnn2c1NCC(C)C	-1	1	-4
CC(Cc1ccc2c(c1)OCO2)CN1C[C@H]2C[C@H](O)[C@H](O)C[C@H]2C1 (stereo partly specified)	-5	9	-13
CCn1nc(C(=O)N2CCCN(C(=O)Oc3ccccc3)CC2)ccc1=O	-16	-6	.
O=C(Oc1cccc2cccnc12)c1cc(I)ccc1Cl	3	-15	1
CC(=O)Nc1cncc(-c2ccccc2CN(C)C)n1	-17	1	.
COc1ccc2[nH]c3c(c2c1)CCN(C(=O)/C=C/c1cccc(C(F)(F)F)c1)C3c1ccccc1OC (stereo unspecified)	-4	18	-7
Nc1ccc(-c2nc3ccc(-c4nc5ccc(N)cc5[nH]4)cc3[nH]2)cc1	12	2	3
CN1CCCC2(CCN(C(=O)COCc3nc4ccc(F)cc4[nH]3)C2)C1=O (stereo unspecified)	-3	15	.
CC(=O)NC(NC(=S)Nc1ccc(S(N)(=O)=O)cc1)C(Cl)(Cl)Cl (stereo unspecified)	-3	-11	-8
OC1CCN(c2nccn3ccnc23)CC1	-11	3	.
COc1cccc(OCc2ccc(Cn3nc(NC(=O)Nc4cccc(C#N)c4)c4cc(C(F)(F)F)ccc43)cc2)c1	-6	11	-7
Cc1cc(C)cc(NC(=O)C(c2ccccc2)N2CCN(C)CC2)c1 (stereo unspecified)	-6	0	.
CCCn1nc(C(=O)NNC(=O)c2c(C)noc2C)c2ccccc2c1=O	4	-6	.
COc1ccccc1CCNC(=O)CN1CN(c2ccccc2)C2(CCN(S(=O)(=O)c3ccc(Cl)c([N+](=O)[O-])c3)CC2)C1=O	-2	.	-6
COc1cccc(Cc2nsc(N(CCC(=O)N3CC4(C)CC3CC(C)(C)C4)C(C)C)n2)c1 (stereo unspecified)	-1	11	-4
FC(F)(F)c1nc2nc(-c3ccco3)cc(C(F)(F)F)n2n1	-8	7	.
CC(=O)c1nc(N2C(=O)CC(Cc3cccc(C)c3)C2=O)sc1C (stereo unspecified)	-10	-4	.
O=C(CC1Sc2ccc(C(F)(F)F)cc2NC1=O)NC1CC1 (stereo unspecified)	-10	28	.
O=C1CCCN1CCCNS(=O)(=O)c1cccc(Cl)c1F	-10	8	.
CCOc1ccc(-c2ccc(C)c(NC(=O)c3ccc(S(=O)(=O)N(C)C)cc3)c2)nn1	-7	0	.
Cc1cc(C)cc(-c2nc3cc(C)ccn3c2NC(=O)COc2ccccc2)c1	-4	-9	-7
CCOc1ccccc1NC(=O)N1CCC2(CC1)C(=O)N(CC(=O)NCCc1ccc(Cl)cc1Cl)CN2c1ccccc1	-8	.	-10
COc1cc(/C=C2\C(=O)N(c3ccccc3)N=C2C)cc([N+](=O)[O-])c1O	-3	-5	6
CN(Cc1ccccc1C(F)(F)F)CC1CCOCO1 (stereo unspecified)	-7	-4	.
COCCNC(=O)Cn1nc(-c2ccc(F)cc2)c2sc(N3CCCC3)nc2c1=O	-1	-1	-10
CCN(CC)c1ccc2cc(-c3nnc(-c4ccccc4)o3)c(=O)oc2c1	-2	14	-6
C=CCc1cc(C2CC(=O)Nc3c2c(C2CC2)nn3C)cc(OCC)c1OC (stereo unspecified)	-3	-2	-14
COc1ccc2c(c1)sc(=N)n2Cc1cc(C)cc2cccnc12	-6	7	.
COc1ccc(CN(CC2CCCO2)C(=O)NC(C)(C)C)cc1OS(=O)(=O)c1ccc(F)cc1 (stereo unspecified)	-5	2	-4
Cc1ccc(-n2ncc3c(=O)n(NC(=O)c4ccc5ccccc5c4)cnc32)cc1C	-13	0	.
Cc1c(C(=O)N2Cc3cnc(-c4ccccc4)nc3C2)cnc2ccnn12	-4	12	.
CC(=O)N1CCOC(CNC(=O)c2ccc(Oc3ccccc3)o2)C1 (stereo unspecified)	-2	1	.
O=[N+]([O-])c1cc(F)ccc1S(=O)(=O)Nc1ccc2c(c1)OCCO2	-3	-2	.
CN(Cc1ccccc1Cl)Cn1nc2ccccn2c1=O	-9	11	.
CCN1CCN(c2nc(C)nc3c2CN(C(=O)Nc2ccc(Cl)c(Cl)c2)CC3)CC1	6	-4	-1
(listing goes on)
SMILES	hcGAS inh	NPYLR7 ag	mcGAS inh
CC(C)c1ccc(NC2CCCN(C(=O)CCn3c(=O)[nH]c4ccccc43)C2)cc1 (stereo unspecified)	-7&-9	1&15	-10
Cc1noc(C)c1Cn1c(C)c(C(=O)NCc2cccc(Cl)c2)sc1=O	2	2	.
COc1cccc(C(=O)N2CCCC(OCc3ccccc3)C2)c1 (stereo unspecified)	3	-4	.
COc1ccc(CN(C)C(=O)CN2C(=O)NC3(CCCCC3C)C2=O)cc1 (stereo unspecified)	-8	-1	-5
O=C(c1ccccc1C1CCNC1)N1CCc2nnc(-c3ccccc3)n2CC1 (stereo unspecified)	-5	-1	.
COC(=O)c1ccc(CN(C)c2snc(Cl)c2C#N)cc1	7	9	3
CS(=O)(=O)c1ccccc1NC(=O)COC(=O)c1cccnc1N	-11	2	.
O=C(CNC(=O)c1ccccc1)NN1S(=O)(=O)c2ccccc2S1(=O)=O	-11	4	-4
COc1ccc(CNC(=O)c2cccnc2N2CCN(C(=O)c3ccco3)CC2)cc1	-3	19	-6
O=C(Nc1ccc(-c2nc3ccccc3[nH]2)cc1)C12CC3CC(CC(C3)C1)C2	-3	-4	-6
O=S(=O)(Nc1ccc(N2CCCCCC2)cc1)c1ccc(S(=O)(=O)N2CCOCC2)cc1	-4	14	-7
CC(=O)Nc1ccc(S(=O)(=O)N2CCC3(CC2)C(=O)N(CC(=O)N(C)Cc2ccccc2)CN3c2ccccc2)cc1	-12	-1	-3
O=C(CN1CCN(c2ccc(F)cc2)CC1)Nc1cccc2ncccc12	-3	-7	.
CC1(C(=O)Nc2cccc(NS(C)(=O)=O)c2)CCN1Cc1ccc2c(c1)OCCO2 (stereo unspecified)	-9	9	.
CC1CCN(CCNS(=O)(=O)c2ccc(F)cc2F)CC1	-10	7	.
O=C(N[C@@H]1COCC[C@@H]1OCC1CCC1)c1ncn[nH]1	-14	.	-7

Complete entries, quoted from the list. Order of screens: hcGAS inh, NPYLR7 ag, mcGAS inh
COc1cccc(C(=O)N2CCCC(OCc3ccccc3)C2)c1 (stereo unspecified) across the screens: 3, -4, .
COc1ccc(CN(C)C(=O)CN2C(=O)NC3(CCCCC3C)C2=O)cc1 (stereo unspecified) across the screens: -8, -1, -5
COc1ccc(CNC(=O)c2cccnc2N2CCN(C(=O)c3ccco3)CC2)cc1 across the screens: -3, 19, -6
CC(=O)Nc1ccc(S(=O)(=O)N2CCC3(CC2)C(=O)N(CC(=O)N(C)Cc2ccccc2)CN3c2ccccc2)cc1 across the screens: -12, -1, -3

3 compounds out of the list, sorted by heavy-atom count, high to low.
SMILES	hcGAS inh	NPYLR7 ag	mcGAS inh
CC(=O)Nc1ccc(S(=O)(=O)N2CCC3(CC2)C(=O)N(CC(=O)N(C)Cc2ccccc2)CN3c2ccccc2)cc1	-12	-1	-3
O=C(CN1CCN(c2ccc(F)cc2)CC1)Nc1cccc2ncccc12	-3	-7	.
O=C(CNC(=O)c1ccccc1)NN1S(=O)(=O)c2ccccc2S1(=O)=O	-11	4	-4
